GALR2 antag: antagonists of human galanin receptor 2 (GALR2); O43603; GALR2-expressing cells, antagonist mode; inhibition, % at 4 µM; actives 0.39% (n = 140,000); AID 828; in the data active = inhibition above about 27%;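 note: cells stimulated with galanin 1-16 at roughly its EC80; 0% = agonist challenge control and 100% = basal control without agonist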
Target sequence (O43603 whole entry, looked up): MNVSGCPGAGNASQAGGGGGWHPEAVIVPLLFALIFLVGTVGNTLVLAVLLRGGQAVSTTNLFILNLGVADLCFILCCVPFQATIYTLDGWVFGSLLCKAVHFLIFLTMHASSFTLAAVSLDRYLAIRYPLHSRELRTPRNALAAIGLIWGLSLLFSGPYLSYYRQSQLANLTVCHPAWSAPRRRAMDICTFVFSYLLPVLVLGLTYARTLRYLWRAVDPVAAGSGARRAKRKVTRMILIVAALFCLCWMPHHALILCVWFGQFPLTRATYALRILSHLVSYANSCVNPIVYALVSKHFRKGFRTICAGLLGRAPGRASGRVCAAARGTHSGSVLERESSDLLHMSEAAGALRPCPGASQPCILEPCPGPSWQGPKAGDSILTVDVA
Yeast growth inh: reduces growth of yeast BB579 in restrictive medium. inhibition, % at 10 µM. S. cerevisiae BB579 growth, OD615, 48 h. AID 804. actives 0.51% (n = 140,000);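 active = inhibition above a set limit, 3 SD over the mean compound inhibition, cut at about 44% in these data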; note: inactives centre near -24
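controls = amphotericin B 10 µg/mL, positive | assay system = DeaD yeast strain BB579 | schedule = 48 h compound exposure at 30 °C after 4 h preincubation | detection = OD615 turbidity measurement | medium = restrictive CSMM-D medium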
E-sel TNF inh: TNF alpha driven E-selectin expression inhibition | HUVEC TNFa-induced E-selectin immunofluorescence, high content | inhibition, % at 2 µM | actives 0.71% (n = 120,000);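 active = inhibition above the batch mean plus 3 SD, and confirmed as a hit on visual image review, cut at about 43% in these data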;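 note: 0% = TNF-stimulated DMSO wells and 100% = unstimulated control wells; not every result past the cut was called active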
MRP1 act: activators of MRP-1; H69AR cells + doxorubicin, viability rescue, CellTiter-Glo; viability increase, % at 10 µM; actives 0.61% (n = 140,000); AID 799;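 active = viability gain under doxorubicin at or above a set limit, the compound median plus 3 SD, cut at about 4.7% in these data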;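 note: MRP-1 overexpressing cells given doxorubicin 25 µM after compound pretreatment; 18-22 h compound pretreatment then 72 h with doxorubicin before readout; 0% = doxorubicin-only wells and 100% = vehicle-treated cells without doxorubicin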
Phagocytosis inh: blocks phagocytosis by macrophages. J774A.1 macrophage IgG-bead phagocytosis, imaging. inhibition, % at 5 µM. actives 0.07% (n = 110,000). AID 1029;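 active = inhibition above the mean of the plate negative controls plus 5 SD, cut at about 13% in these data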;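 note: phagocytic index as fraction of beads internalized from green versus red external bead signal; plate controls were DMSO negative control for no effect and cytochalasin-D positive control for full effect; some results beyond the cut were filed as inactive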
PTEN del growth: growth suppressors of cells with PTEN tumor suppressor deletion; HCT116 PTEN-null viability, CellTiter-Glo, 60 h; stronger effect = lower value; viability, % at 10 µM; actives 1.2% (n = 140,000);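 active = viability at or below a set limit, 4 SD under the median of all tested compounds, cut at about 3.7% in these data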;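 note: PTEN knockout HCT116 line with beta catenin targeted HCT116 as companion control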
NPY-Y2 antag: blocks the human neuropeptide Y Y2 receptor | P49146 | NPY-Y2 expressing cells, antagonist mode | inhibition, % at 2.7 µM | actives 0.99% (n = 140,000); in the data active = inhibition above about 17%;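 note: 0% = vehicle with agonist challenge and 100% = reference antagonist with challenge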
Target sequence (P49146 whole entry, looked up): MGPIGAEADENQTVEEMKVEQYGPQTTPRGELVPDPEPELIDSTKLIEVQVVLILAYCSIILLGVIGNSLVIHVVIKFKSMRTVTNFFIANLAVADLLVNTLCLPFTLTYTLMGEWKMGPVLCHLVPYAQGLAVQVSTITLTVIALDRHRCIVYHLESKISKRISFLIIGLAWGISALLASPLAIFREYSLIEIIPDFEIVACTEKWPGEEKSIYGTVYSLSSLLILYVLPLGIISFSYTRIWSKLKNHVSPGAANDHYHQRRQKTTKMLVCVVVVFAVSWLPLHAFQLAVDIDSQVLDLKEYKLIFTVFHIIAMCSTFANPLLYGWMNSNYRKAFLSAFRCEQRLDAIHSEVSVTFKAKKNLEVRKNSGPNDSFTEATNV
Measles CPE: protection of cells from measles virus. Measles virus-infected cells, CPE protection, absorbance. protection (pct of control), % at 4 µM. actives 1.5% (n = 140,000). AID 841; in the data active = protection mostly above about 24%, no sharp cut-off; inactive = mostly below about 26%; note: some compounds called inactive have numbers as strong as hits
bCat KO growth: beta-catenin-lacking colon tumor cell growth suppression | HCT116 beta-catenin knockout viability, CellTiter-Glo, 60 h; stronger effect = lower value | viability, % at 10 µM | actives 1.5% (n = 140,000) | AID 818;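 active = viability at or under a set limit, the compound median less 4 SD, cut at about 6% in these data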;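 note: 0% = Hyamine 1622 control at 20 µM and 100% = untreated cell control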
Yeast life ext: extends the lifespan of yeast | AID 775 | inhibition of the nicotinamide effect, % at 10 µM | actives 0.68% (n = 130,000) | S. cerevisiae growth with nicotinamide, OD615; deaD strain in restrictive glucose medium;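 active = inhibition above a set limit, placed 3 SD over the median of all compounds, cut at about 26% in these data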;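 note: 0% = nicotinamide-treated wells and 100% = cells grown without nicotinamide; some compounds called inactive have numbers as strong as hits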
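Material: Modified budding yeast, DeaD strain | Medium: Restrictive glucose medium | Probe or stimulus: 1.5 mM nicotinamide | Dosing: Single dose 10 µM compound, 0.25% DMSO | Times: 48 h at 30 °C | Technique: OD615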
Starred values were filed as active, the others as inactive; x = no result given.

| canonical_smiles | GALR2 antag | Yeast growth inh | E-sel TNF inh | MRP1 act | Phagocytosis inh | PTEN del growth | NPY-Y2 antag | Measles CPE | bCat KO growth | Yeast life ext |
| --- | --- | --- | --- | --- | --- | --- | --- | --- | --- | --- |
| CCCCC(CC)CNC(=O)C1C2C=CC(C2)C1C(=O)O (centres undefined) | -1.0 | -13.9 | 1.2 | -1.7 | -2.2 | 88.1 | 2.4 | 4.3 | 98.3 | -5.6 |
| O=C(c1ccc2c(c1)OCO2)N(c1ccc(F)cc1)C1C=CS(=O)(=O)C1 (centres undefined) | 12.0 | -0.3 | 30.5 | -1.6 | 0.4 | 89.4 | -2.2 | 20.5 | 86.3 | -14.6 |
| COC(=O)c1[nH]c2ccccc2c1NC(=O)CN1CCN(c2cccc(Cl)c2)CC1 | 0.1 | -8.5 | 24.4 | -3.5 | -0.4 | 75.0 | -0.2 | 7.2 | 71.9 | -18.3 |
| O=C1c2ccccc2C(=O)N1CCCCSc1nnnn1-c1ccccc1 | 0.4 | -42.1 | x | -0.1 | -0.6 | 113.0 | 7.8 | 19.6 | 105.0 | -8.6 |
| Cc1ccccc1OCC(=O)N(Cc1ccc(N(C)C)cc1)C1CCS(=O)(=O)C1 (centres undefined) | -7.5 | -32.2 | x | -1.9 | -1.2 | 98.9 | 2.7 | 3.5 | 90.8 | -2.1 |
| O=S1(=O)CC(NCc2ccccc2)C(Nc2ccc(Cl)cc2)C1 (centres undefined) | -13.6 | -26.2 | -11.6 | -1.8 | -1.0 | 84.6 | -2.5 | 19.1 | 84.8 | -1.6 |
| Cc1ccc(S(=O)(=O)N2CCOCC2)cc1NC(=O)COC(=O)CNC(=O)c1ccc(C(C)(C)C)cc1 | -11.6 | -22.4 | x | -4.4 | x | 87.5 | 0.4 | 22.6 | 70.9 | 0.3 |
| C/C(N)=C(/C#N)C(=O)CSc1nnc(-c2ccc3c(c2)OCO3)o1 | -6.7 | -27.3 | -31.0 | -0.3 | 0.1 | 92.3 | 0.0 | 1.6 | 93.2 | -12.8 |
| C#CCNC(=O)/C=C/c1ccc(OC)cc1 | 9.0 | -22.9 | 5.9 | -0.1 | x | 92.5 | 1.7 | 7.5 | 99.2 | -5.5 |
| Cn1c(=O)c2c(ncn2CCN(CCO)Cc2ccccc2)n(C)c1=O | -5.9 | -63.2 | -3.8 | -0.3 | 1.1 | 105.1 | 2.4 | 3.4 | 100.8 | -1.4 |
| CCOc1ccc(NC(=O)CCNS(=O)(=O)c2ccc3c(c2)c(=O)n(C)c(=O)n3C)cc1 | -10.7 | -17.6 | x | -1.2 | -1.4 | 98.5 | 1.1 | 8.2 | 85.5 | -7.4 |
| NS(=O)(=O)c1ccc2c(c1)C1C=CCC1C(C1CC=CCC1)N2 (centres undefined) | -15.6 | 0.9 | x | -4.2 | -3.1 | 85.2 | 4.5 | 35.1 | 93.3 | -16.4 |
| COc1cc(C(=O)Nc2nc3ccccc3s2)ccc1OCc1c(C)noc1C | 5.6 | -43.1 | x | -4.5 | x | 47.5 | 2.3 | 4.7 | 58.3 | -4.0 |
| Cc1ccc(NCc2nnc(SCCN3CCCCC3)n2CC2CCCO2)c(C)c1 (centres undefined) | -6.6 | -18.2 | -19.9 | -2.5 | 0.6 | 94.4 | 1.9 | 19.4 | 98.3 | -12.5 |
| CCCCN1C2=C(C(=O)CC(C)(C)C2)C(c2ccccc2)C2=C1c1ccccc1C2=O (centres undefined) | -3.8 | -7.0 | 20.4 | -4.6 | -0.9 | 77.1 | 7.1 | 9.6 | 72.3 | -6.1 |
| CCN1C(=O)/C(=C2\SC(=S)N(CCCOC)C2=O)c2ccccc21 | 9.3 | -28.9 | 33.2 | -1.5 | x | 77.9 | -1.2 | 25.2 | 67.8 | -5.3 |
| CCOc1ccc(NC(=S)N(CCc2c(C)[nH]c3ccccc23)Cc2ccco2)cc1 | 12.7 | -30.1 | 1.3 | -3.0 | x | 58.3 | -0.9 | 4.9 | 62.7 | -2.1 |
| COc1ccc(-c2nnc(-c3cc4c(ccc5ccccc54)oc3=O)o2)cc1 | 13.0 | -43.4 | -26.6 | 1.2 | -2.4 | 93.5 | 3.6 | 29.9 | 104.0 | -14.2 |
| O=C(CN(c1ccc(F)cc1)S(=O)(=O)c1ccccc1)NCc1ccco1 | -1.7 | -21.6 | -5.6 | -2.2 | 0.0 | 91.0 | -1.1 | 4.1 | 95.4 | -7.1 |
| Cc1ccc2nc(NC(=O)C3CCN(S(=O)(=O)c4cnc[nH]4)CC3)sc2c1 | 10.2 | -50.4 | -14.6 | 0.3 | 1.3 | 74.2 | -0.7 | 10.4 | 67.2 | 6.3 |
| CC1=Nn2c(nnc2C2CCCCC2)SC1 | -5.2 | -28.6 | -7.8 | -0.6 | 1.8 | 100.9 | -2.9 | 4.0 | 102.0 | -2.9 |
| CCOc1cc(NC(=S)NCCCN2CCOCC2)c(OCC)cc1NC(=O)C1CC1 | 6.5 | -16.4 | 5.1 | 0.1 | -12.4 | 107.3 | 2.5 | 4.8 | 101.0 | -1.6 |
| c1ccc2c(CSCCc3ccncc3)cccc2c1 | 4.1 | -52.1 | x | -4.0 | x | 77.8 | 5.5 | 6.6 | 71.8 | -23.0 |
| CCOc1ccc(-n2c(SCC(N)=O)nc3c(c2=O)SCC3)cc1 | 0.4 | -0.9 | 18.1 | 0.4 | 0.3 | 85.4 | 2.1 | 19.0 | 90.8 | -15.0 |
| CCCCS(=O)(=O)C(=C1Nc2ccccc2N1)S(=O)(=O)CCCC | 5.7 | -32.5 | 2.4 | -2.3 | x | 95.0 | 0.1 | 6.3 | 100.4 | -4.1 |
| O=C(Nc1nnc(-c2ccccc2)s1)c1ccc(Cl)c(S(=O)(=O)N2CCOCC2)c1 | 7.9 | -67.1 | x | -0.5 | 0.5 | 106.5 | 1.0 | 4.9 | 101.6 | -4.5 |
| COc1cc(OC)nc(N/N=C(\c2ccccc2)c2ccncc2)n1 | 6.2 | -30.6 | x | -1.8 | 2.2 | 65.2 | 3.9 | 6.9 | 63.6 | -0.7 |
| CCNC(=S)NC1CC2CCC(C1)N2Cc1ccccc1 (centres undefined) | 4.1 | -42.4 | -26.6 | -4.0 | x | 94.8 | -0.2 | 29.8 | 87.8 | -13.4 |
| CCN(CC)C(=O)CN1C(=O)C2(OCC(C)(c3ccccc3)CO2)c2ccccc21 (centres undefined) | 2.6 | -10.2 | 8.4 | -2.1 | -3.1 | 80.0 | 4.2 | 2.8 | 89.8 | -1.7 |
| O=C(NO)c1cc(OCC(F)(F)F)ccc1OCC(F)(F)F | 2.3 | -32.5 | 30.4 | -5.5 | x | 101.3 | 1.8 | 2.4 | 94.5 | 7.0 |
| Cn1c(SCC(=O)NC(=O)c2cccc([N+](=O)[O-])c2)nnc1-c1ccc(F)cc1 | 3.8 | -23.6 | 1.5 | -2.3 | -2.6 | 104.4 | 0.8 | 6.8 | 112.4 | -0.9 |
| CC1CC(C)CN(S(=O)(=O)c2ccc(C(=O)N3CCN(c4ccccc4)CC3)cc2)C1 (centres undefined) | -17.6 | -34.2 | -17.0 | -2.3 | -1.0 | 46.1 | 5.2 | 3.6 | 27.1 | -6.1 |
| COc1ccc(S(=O)(=O)N2CCCCC2C(=O)O)cc1OC (centres undefined) | -2.7 | -27.5 | x | -0.8 | -5.5 | 94.0 | -2.3 | 7.5 | 93.4 | -2.7 |
| CCc1nc(N2CCN(C(=O)c3ccco3)CC2)c2oc3ccccc3c2n1 | -12.6 | -2.5 | -8.8 | -3.8 | -0.8 | 31.2 | 10.8 | 8.5 | 42.2 | -11.4 |
| N#C/C(=C\c1cccs1)Sc1nc2ccccc2s1 | 6.2 | -53.3 | 14.1 | -1.7 | x | 94.4 | 3.7 | 8.2 | 84.7 | -7.0 |
| CCn1c(=N)n(CC(=O)c2cccc([N+](=O)[O-])c2)c2ccccc21 | 14.5 | -19.9 | x | -0.3 | -3.6 | 99.0 | 0.1 | 8.1 | 93.5 | 1.5 |
| Cc1cccc(NC(=O)CN(C)S(=O)(=O)c2ccccc2)n1 | -7.2 | -13.4 | -2.0 | 0.6 | -3.5 | 99.7 | -1.0 | 3.2 | 101.6 | -3.0 |
| CN(C)c1cccc(C(=O)OC(C(=O)Nc2ccc([N+](=O)[O-])cc2Br)c2ccccc2)c1 (centres undefined) | -8.5 | -57.3 | 34.2 | 1.8 | -8.8 | 87.5 | 0.2 | 19.6 | 86.3 | 10.4 |
| c1ccc(-c2noc(CSc3nnnn3C3CCCCC3)n2)cc1 | -3.7 | -53.2 | x | -1.6 | x | 89.9 | 11.6 | 13.8 | 91.1 | -4.4 |
| Cc1ccc(C(=O)N/C(=C\c2ccc(C(C)C)cc2)C(=O)NCCCN2CCOCC2)cc1 | 5.3 | 1.8 | x | -4.5 | 1.3 | 91.5 | 5.0 | 19.3 | 86.0 | 5.5 |
| Cc1cc(Cl)ccc1N=c1ssnc1Cl | -4.5 | 63.1* | 11.6 | -2.7 | -0.7 | 57.6 | 7.2 | 10.1 | 12.9 | -12.7 |
| CCCCN(C(=O)Cn1nnc2ccccc21)C(C(=O)NCCOC)c1ccccc1 (centres undefined) | -7.5 | -35.0 | 1.4 | -1.5 | x | 89.4 | 3.4 | 6.3 | 93.2 | x |
| COc1ccc(OC)c(S(=O)(=O)Nc2ccccc2C)c1 | -3.0 | -45.6 | -17.2 | -0.4 | -2.2 | 100.0 | -0.2 | 19.7 | 89.0 | -14.2 |
| CCN(CC)c1ccc2cc(-c3nc4ccccc4n3C)c(=O)oc2c1 | 43.1* | -44.0 | x | -1.1 | 3.6 | 14.9 | 15.3 | -0.1 | 14.7 | 11.9 |
| CC(=O)N1CCc2cc(S(=O)(=O)NC(C(=O)Nc3nc(C)cs3)C(C)C)ccc21 (centres undefined) | 1.3 | 18.3 | -44.5 | 0.9 | 0.5 | 96.2 | 0.5 | 11.6 | 103.7 | -5.0 |
| COc1ccc(CNC(=O)CN(C(=O)c2ccc(CN3CCOCC3)o2)C2CCCC2)cc1 | 4.5 | -6.0 | -6.6 | -1.0 | x | 100.1 | 1.3 | 3.1 | 98.3 | -8.3 |
| O=C(O)CCCc1nc2ccccc2s1 | 10.4 | -7.8 | -11.9 | -1.9 | -0.1 | 103.4 | 5.0 | 0.4 | 98.6 | -3.5 |
| COC(=O)NNC(=O)C1CCC(C(=O)NNC(=O)OC)CC1 (centres undefined) | 12.8 | 3.4 | x | 0.3 | 2.8 | 84.1 | 1.2 | x | 85.5 | 3.8 |
| O=C(Nc1cccc2ccccc12)c1ccc(Br)o1 | -1.3 | -40.8 | -14.9 | 1.2 | 2.1 | 97.4 | 0.9 | 7.2 | 99.0 | -22.6 |

Reformatted with values under each structure: 2 of the compounds above
Every second line gives: GALR2 antag	Yeast growth inh	E-sel TNF inh	MRP1 act	Phagocytosis inh	PTEN del growth	NPY-Y2 antag	Measles CPE	bCat KO growth	Yeast life ext
Cc1ccc(NCc2nnc(SCCN3CCCCC3)n2CC2CCCO2)c(C)c1 (centres undefined)
  -6.6	-18.2	-19.9	-2.5	0.6	94.4	1.9	19.4	98.3	-12.5
CCCCN1C2=C(C(=O)CC(C)(C)C2)C(c2ccccc2)C2=C1c1ccccc1C2=O (centres undefined)
  -3.8	-7.0	20.4	-4.6	-0.9	77.1	7.1	9.6	72.3	-6.1
